# High-throughput results: PubChem BioAssay, several laboratories
# sdo1 growth: growth rescue of sdo1-depleted yeast, primary screen, S. cerevisiae, bone marrow failure model; AID 817, 2007; 140,000 tested, 0.21% active; S. cerevisiae sdo1-depleted JHY4D growth rescue, OD600 30 h; active compounds read high; pdr5 snq2 efflux-pump mutant strain; z-score at 10 µM;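 active = z-score above 3 at both the 24 hr and the 30 hr optical density reads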;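 also: z-score against mean and SD of all compound wells on the same plate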
# INS promoter inh: inhibitors of insulin promoter-driven GFP, primary screen, imaging, TRM-6 cells (human fetal islet line), eGFP reporter, cell count | inhibition, % at 2 µM | 130,000 tested, 0.9% active | reporter expression induced with tamoxifen;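 active = inhibition above the mean plus 3 SD, with well images judged a real hit on visual review, cut at about 60% in these data, passing the limit was not always enough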
# sdo1 growth Rescue 24 h: also measured in sdo1 growth; calls as there; z-score; S. cerevisiae sdo1-depleted JHY4D growth rescue, OD600; measured here: growth rescue at 24 h;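 0 is the plate mean of compound wells and units are plate SD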
# * hit, by the source's call; / = not tested or not shown. These rows are one share of the data (hit frequency here may not be typical).
sdo1 growth,mol,sdo1 growth Rescue 24 h,INS promoter inh
-0.16,COc1ccc(C)cc1N(C(=O)CNC(=O)c1ccco1)C(C(=O)NC1CCCC1)c1cccnc1 (stereo not given),0.05,/
-0.7,O=S(=O)(c1ccc(F)cc1)c1nc(-c2ccco2)oc1Nc1ccc(F)cc1,-0.63,/
/,CN1CCCN(C(=O)CC2(CC(=O)O)CCCC2)CC1,/,13.3
-0.39,Cc1ccc(CNC(=O)COc2ccccc2-c2ccccc2)cc1,-0.24,-33.3
-0.5,COC(=O)c1ccc(OCC2c3cc(OC)c(OC)cc3CCN2C(=O)c2ccco2)cc1 (stereo not given),-0.32,40.0
/,COc1cc(NC(=O)COc2ccccc2)c(OC)cc1NC(C)=O,/,10.5
-0.19,CCn1c(SCc2nc(N)nc(N3CCCCC3)n2)nc2c1c(=O)n(C)c(=O)n2C,-0.16,15.4
-0.83,Cc1ccc(NC(=O)Cc2ncc(C(F)(F)F)cc2Cl)cc1Cl,-1.05,-9.1

# The listing continues:
sdo1 growth,mol,sdo1 growth Rescue 24 h,INS promoter inh
-0.63,Cc1ccc(NC(=O)CN(C)C(=O)CSc2ncc(C(F)(F)F)cc2Cl)cc1,-0.08,-3.7
0.58,O=C(CNC(=O)OCc1ccccc1)NC1CCCCCCC1,0.49,20.0
14*,CCOC(=O)/C=C1\SCC(=O)N1CC(=O)NC12CC3CC(CC(C3)C1)C2,4.86*,-52.2
-1.41,O=C(NC1CCCCC1)C1Cc2ccccc2CN1S(=O)(=O)c1ccc(F)cc1 (stereo not given),-1.45,-293.1
-0.25,COc1ccc(/C=N\N=C2/SC(CC(=O)O)C(=O)N2c2ccc(O)cc2)cc1 (stereo not given),0,-6.5
-0.6,CCN(CC)CCn1c(NCc2cc(OC)ccc2OC)nc2ccccc21,-0.78,55.6
-1.5,Cc1onc(-c2ccccc2)c1-c1nc2ccccc2c(=O)o1,-1.28,-11.1
1.35,CC(OCc1ccccc1)C(NC(=O)OC(C)(C)C)C(=O)NCC1CCCO1 (stereo not given),0.77,/

# Next results.
sdo1 growth,mol,sdo1 growth Rescue 24 h,INS promoter inh
-0.66,Cc1ccc(NC(=O)C2COc3ccccc3O2)nc1 (stereo not given),-0.96,7.1
0.76,COc1cc(C(=O)NCc2nnc(SCC(=O)NCc3ccccc3)o2)cc(OC)c1OC,0.06,48.3
0.12,O=C(CN(c1ccccc1)S(=O)(=O)c1ccccc1)N/N=C/c1ccc(OC2CSC2)cc1,0.25,/
0.35,COc1ccc(CC(=O)NNC(=S)Nc2ccc(Br)cc2)cc1,0.58,-192.9
-0.14,CC(C)(C)c1ccc(C(=O)NCC(=O)OCC(=O)c2ccc3c(c2)-c2ccccc2C3)cc1,-1.64,13.3
/,CCN(Cc1ccncc1)Cc1cn[nH]c1-c1ccc(OC)cc1F,/,25.0
0.29,O=C(NC1CCCc2ccccc21)C1CCC(CNc2c(N3CCOCC3)c(=O)c2=O)CC1 (stereo not given),-0.14,/
-0.26,CCOc1ccc(CNc2ncnc(N)n2)cc1,-1.08,14.3

# (list continues)
sdo1 growth,mol,sdo1 growth Rescue 24 h,INS promoter inh
-1.31,CC(C)CC(=O)Nc1cccc2c1C(=O)N(c1ccccc1)C2=O,-0.57,46.7
1.78,O=C(c1cc2ccccc2oc1=O)N1CCN(c2ccc(N3CCOCC3)nn2)CC1,1.69,/
-0.25,Cc1csc(NC(=O)CSc2nnc(Cc3cccn3C)n2CCc2ccccc2)n1,-0.42,/
0.23,COc1ccc([C@@H]2[C@H]3CN(C(C)=O)CC=C3C(C#N)=C(N)C2(C#N)C#N)c2ccccc12,0.57,-15.8
0.85,Cc1ccccc1CNC(=O)c1ccccc1C,1.27,30.0
0.55,O=C1N=C(N2CCCCC2)SC1=C1CCCC1,0.78,/
-0.08,CCCCCOc1ccc(N2C(=O)C3C4C=CC(C3C2=O)N(C)C4=O)cc1 (stereo not given),-1.12,18.4
0.03,CCOC(=O)c1c(-c2ccccc2)oc2ccc(OC)cc12,0.36,0.0

# (continued)
sdo1 growth,mol,sdo1 growth Rescue 24 h,INS promoter inh
-0.66,O=C(CSc1nc2ccccc2o1)N1c2ccccc2Sc2ccccc21,-0.59,54.0
1.04,Cc1ccc(S(=O)(=O)N2CCOCC2)cc1NC(=O)CSc1nccn1C,1.08,/
0.81,O=C(OCC(=O)N1CCN(C(=O)c2ccco2)CC1)c1sc2cc(F)ccc2c1Cl,2.84,9.1
/,Cc1cc(OCC(=O)Nc2nnc(C3CC3)s2)ccc1[N+](=O)[O-],/,28.6
0.25,COc1ccc(CCNC(=O)c2sc3ccccc3c2Cl)cc1OC,0.57,/
-1.54,CC(C)c1ccc(S(=O)(=O)c2n[nH]n3c2nc(=O)c2ccccc23)cc1,-1.62,71.4
0.1,Cc1cccc(-c2cc3nc(-c4ccccc4)cc(N4CCC5(CC4)OCCO5)n3n2)c1,0.49,50.0
1.17,COc1ccc(C(=O)Nc2cc([N+](=O)[O-])ccc2N2CCN(C)CC2)cc1,1.21,/

# (list continues)
sdo1 growth,mol,sdo1 growth Rescue 24 h,INS promoter inh
0.44,O=C(NCCCN1CCCC1)c1ccc(CSCc2cccc(Cl)c2)o1,-0.47,5.6
1.96,O=S(=O)(Nc1nccs1)c1cnc(Cl)c(Br)c1,2.81,17.1
0.2,COc1cc(/C=N/NC(=O)C23CC4CC(CC(C4)C2)C3)cc(Br)c1O,0.89,38.5
0.03,COc1ccc(CCNC(=O)c2nn(C)cc2Cl)cc1,-1,22.2
0.48,CCOC(=O)NC(=O)/C(C#N)=N/Nc1c(F)cccc1F,0.3,/
0.3,CCCCCCc1ccc(OCC(=O)O)cc1OCC(=O)O,-0.42,-81.8
0.75,O=[N+]([O-])c1cn(Cc2ccc(Cl)cc2)cn1,1,/
-0.57,O=C(c1ccco1)N1CCN(C(=O)C(Sc2ccccc2)c2ccccc2)CC1 (stereo not given),-1.06,6.1

# Compound profiles, from the list above:
# O=C(NC1CCCc2ccccc21)C1CCC(CNc2c(N3CCOCC3)c(=O)c2=O)CC1 (stereo not given) reads sdo1 growth: 0.29; sdo1 growth Rescue 24 h: -0.14; INS promoter inh: /
# CCCCCOc1ccc(N2C(=O)C3C4C=CC(C3C2=O)N(C)C4=O)cc1 (stereo not given) reads sdo1 growth: -0.08; sdo1 growth Rescue 24 h: -1.12; INS promoter inh: 18.4

# Next results
sdo1 growth,mol,sdo1 growth Rescue 24 h,INS promoter inh
0.9,Cc1cnc(C(=O)Nc2ccc(N3CCOCC3)cc2)cn1,1.28,-40.5
1.48,COc1cc(NC(=S)NCc2cccnc2)cc(OC)c1,0.61,-8.1
-0.72,OCCOCCNc1ncnc2nc[nH]c12,-1.32,/
1.18,C(=N\n1cnnc1)/c1ccc2c(c1)OCCO2,0.89,46.9
1.41,Cc1cccc(NS(=O)(=O)c2ccc3c(c2)OCCO3)c1,1.61,7.1
-0.87,Cc1ccccc1-c1ccc(C(=O)NCc2ccccc2)o1,-1.45,0.0
0.24,O=C(CCn1c(=O)c2ccccc2n(CC(=O)NC2CCCC2)c1=O)NCCc1ccc(Cl)cc1,1.29,-42.9
-2.48,O=C(c1ccc(C(=O)N2CCCc3ccccc32)s1)N1CCCc2ccccc21,-1.61,-53.3

# The list goes on.
sdo1 growth,mol,sdo1 growth Rescue 24 h,INS promoter inh
/,Cc1cccc2c(=O)c(C(=O)NCc3cccs3)c[nH]c12,/,43.8
1.06,O=C(Nc1c(Cl)cccc1Cl)c1cc(=O)n(Cc2ccccc2)c(=O)[nH]1,3.09,13.6
2.83,OCCCNCc1cccc2ccccc12,2.55,/
1.62,NC(=O)c1ccccc1NC(=O)/C=C/C(=O)O,2.45,17.4
0.61,O=C(Cc1ccc(S(=O)(=O)N2CCCCC2)s1)Nc1cccc2ccccc12,1.6,-69.2
/,COc1ccc(/C=C/CN2CCC(CO)(Cc3ccccc3Cl)CC2)cc1,/,-13.0
1.63,Cc1ccc2n(n1)c(=O)c(Cc1ccccc1)c([O-])[n+]2-c1ccccc1,2.22,-2.6
0.3,CCCC(=O)NCCc1nc2ccccc2n1CC(=O)c1ccccc1,0.13,/

# The results go on:
sdo1 growth,mol,sdo1 growth Rescue 24 h,INS promoter inh
/,OCC1(Cc2ccccc2)CCN(C2CCN(c3ccc(F)c(F)c3)CC2)CC1,/,-46.7
0.47,CCCCc1ccc(S(=O)(=O)Nc2cc(C)on2)cc1,1,-25.0
0.1,CC(C)c1nc2sc3c(NCc4ccccc4)ncnc3c2c2c1COC(C)(C)C2,2.51,-25.7
/,Cc1ccc(CNC(=O)c2cccnc2Cl)cc1,/,-13.3
0.56,O=C1CC(/C=C/c2ccccc2)(C(=O)NC2CCCC2)N1c1ccc(S(=O)(=O)N2CCCC2)cc1 (stereo not given),0.11,39.3
-0.71,O=C1c2ccccc2S(=O)(=O)N1Cc1cc(=O)n2ccsc2n1,-0.18,/
-0.26,COCCCNC(=O)c1cc(Sc2ccc(F)cc2)nc2ccccc12,-0.58,-34.4
-0.92,C=CCNC(=O)C1CCN(c2nc(C)cc(-c3ccccc3)n2)CC1,-0.64,48.8

# Following part.
sdo1 growth,mol,sdo1 growth Rescue 24 h,INS promoter inh
-0.16,COc1nc(OC)nc(N2CCC(C(=O)Nc3cccc4ccccc34)CC2)n1,-0.05,/
-1.5,CN(C)CCCOC(=O)c1ccc(Br)cc1,-1.3,-7.7
0.2,O=[N+]([O-])c1ccc(N2CCN(S(=O)(=O)c3ccc(Cl)c(Cl)c3)CC2)cc1NCCN1CCOCC1,1.39,-31.0
0.08,COc1cccc2c1CCC(NC(C)=O)C2=O (stereo not given),0.9,-6.7
0.51,CSCCOC(=O)c1[nH]c2c(c1C)C(=O)CC(c1ccco1)C2 (stereo not given),-0.37,/
0.54,COc1ccc(N(CC(=O)N2CCc3ccccc3C2)S(=O)(=O)c2c(C)[nH]c(=O)[nH]c2=O)cc1,0.22,/
/,Cc1cccc(C)c1NC(=S)N(CCN(C)C)Cc1cccs1,/,6.7
/,CC(NC(N)=O)C(=O)Nc1ccc(Cl)c(S(=O)(=O)Nc2ccc(Br)cc2)c1 (stereo not given),/,-63.6

# The list goes on:
sdo1 growth,mol,sdo1 growth Rescue 24 h,INS promoter inh
0.22,COc1ccc(-c2cc(C(=O)Nc3sc4c(c3C#N)CCCC4)c3ccccc3n2)cc1,0.07,/
/,CCOC(=O)C1=NN(c2ccccc2)C2=NC(C)=C(C(=O)OC)C(c3cccs3)N12 (stereo not given),/,-65.0
/,COC(=O)C1=C(C)NC(=S)NC1c1sccc1C (stereo not given),/,-21.4
-0.08,CCOc1ccc(N(Cc2cc3ccc(C)cc3[nH]c2=O)C(=O)COC)cc1,-0.39,/
-0.38,CSCCC(NC(C)=O)C(=O)OCC(=O)N(c1ccccc1)c1ccccc1 (stereo not given),-1.12,-3.3
-0.66,Cc1sc2nc3c4ccccc4c(NCc4ccco4)nn3c(=O)c2c1C,-0.39,/
0.15,CC(OC(=O)CCc1nc2ccccc2c(=O)[nH]1)C(=O)c1ccc(C(C)(C)C)cc1 (stereo not given),0.4,-19.5
0.79,COC(=O)c1ccccc1N1C(=O)[C@@H]2C(c3ccc(F)cc3)=NO[C@@H]2C1=O,1.26,/

# Other records
sdo1 growth,mol,sdo1 growth Rescue 24 h,INS promoter inh
/,CCOC(=O)C1C(c2ccccc2)N(C)OC1(O)C(F)(F)F (stereo not given),/,-77.8
/,COc1ccc(S(=O)(=O)N2Cc3ccccc3CC2C(=O)N2CCOCC2)cc1 (stereo not given),/,-30.8
/,CCOc1cc(/C=N\NC(=O)OC(C)(C)C)ccc1OC(=O)c1ccco1,/,0.0
-0.91,CSCc1cc(N2CCOCC2)nc(SCc2ccc(Cl)cc2Cl)n1,-0.39,24.1
0.84,O=C(/C=C/Nc1ccc(Br)cc1F)c1ccccc1,0.9,-7.4
1.26,CC1(C)Cc2c(sc3c2c2ncnn2c2nnc(SCC(=O)NCc4ccco4)n32)CO1,1.98,/
-0.53,COCCOC(=O)c1c(C)oc2ccc(OCc3ccccc3)cc12,-1.07,14.3
-0.35,CCCNC(=O)C(=O)N/N=C/c1cccs1,-0.34,-23.3

# (further entries)
sdo1 growth,mol,sdo1 growth Rescue 24 h,INS promoter inh
0.99,Cc1ccc(S(=O)(=O)CCC(=O)NCc2ccco2)cc1,0.11,28.6
-0.17,O=C(CSc1ccc2c(c1)OCCO2)NCCc1ccc(Cl)cc1Cl,0.23,/
0.59,CCCCOC(=O)C1C2C=CC3(CN(CCc4ccccc4)C(=O)C13)O2 (stereo not given),0.24,/
/,CCn1c(C)c(C(C)=O)c(N2CCN(C(c3ccccc3)c3ccccc3)CC2)nc1=S,/,-25.0
/,COc1ccc(CCNC(=O)CS(=O)(=O)c2cn(CC(=O)N3CCCC3)c3ccccc23)cc1OC,/,-61.1
0.05,CC(=O)N1CCN(S(=O)(=O)c2ccccc2)C1c1ccccc1 (stereo not given),-0.1,-23.5
0.21,COc1ccc(NC(=O)c2ccc(C#CC(C)(C)O)cc2)cc1,-0.61,/
0.06,O=c1oc2ccc(Cl)cc2cc1-c1nnc(Nc2cccc(C(F)(F)F)c2)s1,2.61,-30.0
/,CC(C)c1ccc(CNc2c([N+](=O)[O-])c(=O)oc3ccccc23)cc1,/,-22.2
-0.35,Cc1ccccc1-n1c(C)cc(/C=N/NC(=O)c2ccc(CN3CCOCC3)cc2)c1C,-0.32,34.8

# A draw from above in order of heavy-atom count, high to low.
sdo1 growth,mol,sdo1 growth Rescue 24 h,INS promoter inh
/,CCn1c(C)c(C(C)=O)c(N2CCN(C(c3ccccc3)c3ccccc3)CC2)nc1=S,/,-25.0
0.59,CCCCOC(=O)C1C2C=CC3(CN(CCc4ccccc4)C(=O)C13)O2 (stereo not given),0.24,/
/,CC(C)c1ccc(CNc2c([N+](=O)[O-])c(=O)oc3ccccc23)cc1,/,-22.2
0.05,CC(=O)N1CCN(S(=O)(=O)c2ccccc2)C1c1ccccc1 (stereo not given),-0.1,-23.5
0.99,Cc1ccc(S(=O)(=O)CCC(=O)NCc2ccco2)cc1,0.11,28.6
